High-throughput results deposited in PubChem by National Center for Advancing Translational Sciences (NCATS).
IMPase inh – qHTS Assay for Identifying the Cell-Membrane Permeable IMPase Inhibitors | Inositol monophosphatase 1 (Rattus norvegicus), P97697 | CHO-M1 cells, IP1 accumulation, HTRF TR-FRET ratio | inhibition (IP1 accumulation), % at 46.1 µM | 120,000 tested, under 10 active; active means well fitted curve in the direction sought with a large enough effect in the signal ratio, not every such curve was filed as active; inconclusive means small, poorly fitted or top-dose-only effect, or a change in a side signal; inactive means no such curve, though single readings can be large or run the other way; the % refers to the signal ratio;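 further: cells stimulated with carbachol in lithium chloride buffer; plate controls were DMSO basal wells for no effect and reference inhibitor wells for full effect; higher means more IMPase inhibition seen as more IP1 and lower FRET ratio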
Target sequence (P97697 whole entry, looked up): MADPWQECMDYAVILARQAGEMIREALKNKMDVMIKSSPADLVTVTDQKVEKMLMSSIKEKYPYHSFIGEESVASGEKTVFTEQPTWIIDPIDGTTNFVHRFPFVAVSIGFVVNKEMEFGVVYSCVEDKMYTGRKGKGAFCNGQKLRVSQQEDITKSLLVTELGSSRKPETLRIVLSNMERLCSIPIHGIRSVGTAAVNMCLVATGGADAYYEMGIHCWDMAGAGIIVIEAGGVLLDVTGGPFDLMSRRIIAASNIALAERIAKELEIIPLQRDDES
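Elevated IP1 in lysates lowers TR-FRET signal (665/620 ratio and 620 channel reported). Cells were CHO-M1, given carbachol (50 uM as added) plus 50mM LiCl, pH 7.4, 30 min, 37C; compounds titrated up to 46 uM; AC50 by Hill equation.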
15-hLO-2 inh – qHTS Assay for Inhibitors of 15-hLO-2 (15-human lipoxygenase 2). purified 15hLO-2, xylenol orange hydroperoxide absorbance. Potency, µM (top dose mostly 57.1 µM), for the others: at the highest dose activity change, negative = inhibition, actives largely listed as inhibitors. actives 0.56% (n = 110,000). AID 881, 2007. Polyunsaturated fatty acid lipoxygenase ALOX15B (Homo sapiens), O15296; further: potency means the concentration at half of the fitted maximal effect; nearly all actives have a fitted effect of over 60% in size; many of its hits are not listed in these tables
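Purified human 15hLO-2 (50 nM) preincubated 15 min with compound, then 45 uM arachidonic acid for 90 min at RT in 25 mM Hepes pH 7.5, 0.01% Triton X-100. Hydroperoxide detected by Fe-xylenol orange; 573/405 nm absorbance ratio.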
ALOX12 inhib – qHTS Assay for Inhibitors of 12-hLO (12-human lipoxygenase) | Polyunsaturated fatty acid lipoxygenase ALOX12 (Homo sapiens), P18054 | purified 12-hLO, xylenol orange hydroperoxide absorbance | Potency, µM (doses to about 57.1 µM), inactives show at the top dose activity change, negative = inhibition, actives largely listed as inhibitors | actives 0.12% (n = 150,000); further: potency means the concentration at half of the fitted maximal effect; nearly all actives have a fitted effect of over 55% in size; many of its hits are not listed in these tables
Target sequence (P18054 whole entry, looked up): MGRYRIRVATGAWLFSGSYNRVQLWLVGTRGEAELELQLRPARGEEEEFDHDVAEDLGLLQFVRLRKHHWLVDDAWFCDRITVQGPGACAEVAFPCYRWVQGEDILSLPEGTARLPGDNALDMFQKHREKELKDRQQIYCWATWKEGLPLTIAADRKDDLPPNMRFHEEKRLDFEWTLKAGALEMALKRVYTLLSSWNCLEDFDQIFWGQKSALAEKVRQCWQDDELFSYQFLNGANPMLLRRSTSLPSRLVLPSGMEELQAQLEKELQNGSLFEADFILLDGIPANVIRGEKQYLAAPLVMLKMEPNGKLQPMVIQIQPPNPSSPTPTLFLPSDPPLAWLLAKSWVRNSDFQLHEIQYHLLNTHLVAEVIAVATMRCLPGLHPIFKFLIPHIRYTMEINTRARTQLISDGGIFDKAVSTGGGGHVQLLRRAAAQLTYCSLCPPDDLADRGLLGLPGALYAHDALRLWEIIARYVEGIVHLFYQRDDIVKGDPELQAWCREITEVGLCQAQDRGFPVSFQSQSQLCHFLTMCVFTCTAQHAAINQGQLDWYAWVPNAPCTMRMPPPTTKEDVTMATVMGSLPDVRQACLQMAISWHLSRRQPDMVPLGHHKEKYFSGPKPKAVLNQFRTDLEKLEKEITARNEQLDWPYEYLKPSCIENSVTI
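Purified human 12hLO (150 nM final) was preincubated with compounds for 15 min at room temperature in 25 mM Hepes pH 7.0, 0.01% Triton X-100, then reacted with 40 uM arachidonic acid for 30 min. Hydroperoxide was detected with ferrous iron/xylenol orange.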
PNC inhibitor – High Content Assay for Compounds that inhibit the Assembly of the Perinucleolar Compartment. activity change (PNC), negative = inhibition, % at 10 µM. actives 3.1% (n = 140,000). AID 2417, 2010. PC3M PTB-GFP, PNC prevalence imaging, 16 h; stronger effect = lower value;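 active means readout at or below -70, meaning at least 70% loss of cells showing the perinucleolar compartment, a nuclear body marking cancer cells; inconclusive means readout between -30 and a set limit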;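 further: plate controls were DMSO wells for no effect and camptothecin positive control wells for full effect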
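Compounds are pinned in duplicate onto adhered PC3M cells stably expressing GFP-tagged PTB and incubated 16 h at 37 C. Cells are then fixed, nuclei stained with Hoechst, and PNC-positive cells counted.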
* hit, by the source's call; ? = inconclusive; . = no result given; & = joins results of further samples; [ ] = dose if it differs, or a comment. Unless noted, the call rests on the fitted dose curve; in most records, active means well fitted curve in the direction sought with a large enough effect; inconclusive means small, poorly fitted or top-dose-only effect, or another doubt; inactive means no such curve, though single readings can be large; an effect the other way counts as inactive or inconclusive. Unless noted, on the % scale 0 is the no-effect control and ±100 the full control effect. Not all compounds are listed; rates above refer to the full screens.

SMILES | IMPase inh | 15-hLO-2 inh | ALOX12 inhib | PNC inhibitor
N#Cc1cc2c(nc1SCc1cccnc1)CCC2 | 2.9 | 4.3% | 3.3% | -8.1
CCSc1nnc(NC(=O)c2nn(C(C)C)c(=O)c3ccccc23)s1 | -5.4 | -1.9% | -1.0% | ?
CCn1cc(C(=O)NCc2ccccc2)c(=O)c2cc(F)c(N3CCN(C(=O)c4ccco4)CC3)cc21 | 10.3 | 5.4% | 3.3% | 22.1
C/C(=N\n1c(C)cc(C)c(C#N)c1=O)c1cccs1 | 1.9 | -7.9% | 2.4% | 20.8
Cc1cc(Cl)ccc1NC(=S)N1CCN(Cc2ccc3c(c2)OCO3)CC1 | . | . | -4.7% | 12.8
Cc1ccc(NS(=O)(=O)c2cccc(C(=O)OCC(=O)NCc3ccco3)c2)cc1 | 8.4 | -11.7% | -9.3% | -2.0
CC(C)CC(NC(=O)c1ccc(Cl)cc1Cl)C(=O)O (stereo not given) | -2.4 | -2.7% | 8.3% | -18.9
CCOC(=O)C1CCCN(C(=O)c2cn(CC)c3ccc(S(=O)(=O)N(C)C)cc3c2=O)C1 (stereo not given) | -4.6 | -0.4% | 4.0% | ?
O=C(O)/C=C/c1coc2ccccc2c1=O | . | . | 2.4% | 37.0
C/C(=N\NS(=O)(=O)c1ccc(C)cc1)c1ccc(C)s1 | 2.7 | -0.2% | -4.5% | 78.0
CSc1oc(-c2ccc(F)cc2)nc1S(=O)(=O)c1ccc(F)cc1 | 2.1 | -1.4% | 4.4% | 0.6
C=CCOC(=O)/C(=C\C=C\c1ccccc1)NC(=O)c1ccccc1 | 7.2 | . | 4.1% | -23.4
COc1ccc(OCCC(=O)OCC(=O)Nc2cccc(Br)c2)cc1 | -6.4 | . | -5.3% | -12.4
O=C(/C=C/c1cc2c(cc1Br)OCO2)NCc1ccc(F)cc1 | 1.0 | 0.3% | -0.2% | -0.2
COc1ccc(-n2c(SCC(=O)Nc3ccc4c(c3)OCO4)nnc2C(C)N2CCCCC2)cc1 (stereo not given) | 0.3 | 8.2% | -3.5% | 20.8
O=C(CN(Cc1cccs1)C(=O)CN1C(=O)COc2ccccc21)NCc1ccco1 | 4.5 | -2.5% | -4.7% | 11.8
S=C(Nc1cccc(Br)c1)c1ccccc1 | . | . | ? | ?
COC(=O)c1ccc(CN2C(=O)NC3(CCCCC3C)C2=O)o1 (stereo not given) | -5.2 | -1.6% | -2.2% | 31.9
Cc1cc(C)n(-c2nc(Nc3ccccc3)nc(-n3nc(C)cc3C)n2)n1 | -9.6 | 60.8%[activator] | -0.2% | ?
CNC(=O)c1cc2ccccc2o1 | ? | . | -1.8% | 19.0
CCC(=O)N(Cc1cccs1)C1CCOC(C)(C)C1 (stereo not given) | ? | 13.0% | -7.5% | -16.5
CCOc1ccc(C(C)(N)C(=O)O)cc1 (stereo not given) | 5.4 | -3.4% | 0.1% | ?
Cn1c(SCC(=O)c2ccccc2)nc2cccnc21 | -13.6 | -7.6% | -0.5% | -11.0
Cc1cc(C)c(NC(=O)CSc2nnc(Cc3cccn3C)n2-c2ccc(F)cc2)c(C)c1 | 0.0 | -6.4% | -2.1% | -9.2
COc1ccc(C(O)c2nccn2Cc2ccccc2)cc1OC (stereo not given) | 4.3 | 15.4% | -3.5% | ?

Rewritten with two lines to a compound: part of the list above
Values run as follows: IMPase inh | 15-hLO-2 inh | ALOX12 inhib | PNC inhibitor
- O=C(/C=C/c1cc2c(cc1Br)OCO2)NCc1ccc(F)cc1
→ 1.0 | 0.3% | -0.2% | -0.2
- S=C(Nc1cccc(Br)c1)c1ccccc1
→ . | . | ? | ?
- CCOc1ccc(C(C)(N)C(=O)O)cc1 (stereo not given)
→ 5.4 | -3.4% | 0.1% | ?
- COc1ccc(OCCC(=O)OCC(=O)Nc2cccc(Br)c2)cc1
→ -6.4 | . | -5.3% | -12.4
- CCOC(=O)C1CCCN(C(=O)c2cn(CC)c3ccc(S(=O)(=O)N(C)C)cc3c2=O)C1 (stereo not given)
→ -4.6 | -0.4% | 4.0% | ?
- COc1ccc(C(O)c2nccn2Cc2ccccc2)cc1OC (stereo not given)
→ 4.3 | 15.4% | -3.5% | ?

Remaining list, next part
SMILES | IMPase inh | 15-hLO-2 inh | ALOX12 inhib | PNC inhibitor
CCCCNC(=O)Cn1c(-c2ccc(OC)cc2)noc1=O | 16.0 | 6.7% | -0.9% | ?
Cc1ccc2c(c1)N(CC(=O)NCc1cccnc1)C(=O)CO2 | -7.2 | . | 6.9% | ?
CC(C)c1nnc(NC(=O)CCC(=O)NC2CCCc3ccccc32)s1 (stereo not given) | 4.7 | . | 2.6% | -14.0
c1ccc(OCc2nn3c(-c4ccco4)nnc3s2)cc1 | -1.3 | -9.8% | -2.1% | -28.4
O=C(Nc1cc(C(F)(F)F)ccc1N1CCOCC1)c1n[nH]c(=O)c2ccccc12 | 3.6 | 2.7% | -1.2% | 8.7
CCCCNCCOCCSc1ccc(Cl)cc1 | 11.4 | -5.3% | 0.3% | 18.3
CCOC(=O)c1c(Cl)c(C)nn1-c1nc(OC)cc(OC)n1 | . | . | 4.3% | -0.2
O=C(COc1ccc([N+](=O)[O-])cc1)NCc1ccccc1 | -0.1 | -11.2% | -7.6% | -15.6
O=C(NCCC1=CCCCC1)c1cc2c(s1)CS(=O)(=O)C2 | 8.9 | 2.4% | 1.4% | -24.5
Cc1ccc(-c2n[nH]c(=S)n2/N=C/c2cccs2)cc1 | 18.3 | . | -5.8% | 42.8
O=C(NC(=S)N1CCN(c2ccc(F)cc2)CC1)C12CC3CC(CC(C3)C1)C2 | . | . | 4.3% | -3.1
O=C(Nc1ccc(F)cc1)c1cccnc1N1CCCCC1 | 11.1 | 1.6% | -4.0% | 18.7
Cc1ccccc1Cn1cnc2c([N+](=O)[O-])c(C)c(C)cc21 | 6.9 | . | 3.2% | -18.6
Cn1c(=O)cc(SCC(=O)NCCC2=CCCCC2)c2ccc(Cl)cc21 | . | . | -1.0% | ?
C=CCNC(=S)NNC(=O)c1ccc(Br)o1 | . | . | 1.3% | -23.4
Cc1ccc(-n2c(SCC(=O)N3CCOCC3)nnc2-c2cccnc2)cc1C | -6.2 | -12.9% | -6.9% | -20.6
Cn1c(=O)c2[nH]c(-c3ccccc3)nc2n(C)c1=O | -1.8 | 4.0% | -4.1%&-2.5% | 28.6
C=CCNC(=S)NNC(=O)COc1ccc(Cl)cc1Cl | 3.9 | . | -26.2% | 15.1
CCCCn1c(SCC(=O)c2ccc3c(c2)OCCO3)nnc1-c1ccoc1C | -1.8 | -13.1% | -5.4% | ?
CCc1nnc(NC(=O)CCC(=O)N2CCN(Cc3cc(Cl)ccc3OC)CC2)s1 | 2.4 | 9.9% | -3.0% | 30.3
Cc1cccc(NC(=O)Cn2c(=O)n(C)c3ccccc32)c1 | ? | . | -2.9% | 7.3
Cc1cccc(NC(=S)Nc2ccccn2)c1C | 6.3 | . | 1.8% | ?
Cc1occc1C(=O)N1CCN(C(=O)C2CCCO2)CC1 (stereo not given) | -4.9 | -4.8% | -0.6% | -7.9
c1ccc2c(c1)CSc1sccc1C2=C1CCNCC1 | . | . | -3.4% | ?
CC(=O)N1CCC(N(CCCOC(C)C)C(=O)Nc2ccc(C)c(C)c2)CC1 | -0.4 | -3.8% | -5.3% | -13.5
(more compounds)
SMILES | IMPase inh | 15-hLO-2 inh | ALOX12 inhib | PNC inhibitor
CN(C)CCCN1C(=O)c2oc3ccc(F)cc3c(=O)c2C1c1cccnc1 (stereo not given) | 5.0 | -3.3% | -15.9% | 40.0
COc1ccc(-c2cc([C@H](O)[C@@H]3CCCCN3)c3ccccc3n2)cc1 | . | 23.9%[11.4 µM] | -4.7%[11.4 µM] | .
COc1ccc(/C=N/n2c(SC)nnc(C(C)(C)C)c2=O)cc1OC | 4.7 | 3.6% | -0.5% | 17.0
CC(C)NC(=O)CSc1nncn1-c1ccccc1 | 1.9 | 4.5% | 1.5% | -97.3*
O=C(CN(Cc1cccs1)C(=O)CCC(=O)Nc1nccs1)NCc1ccccc1 | -6.0 | 1.1% | 1.7% | 4.4
CCOC(=O)c1cc2c(=O)n3ccccc3nc2n(C(C)C)c1=NC(=O)c1c(-c2c(F)cccc2Cl)noc1C | -17.5 | . | -1.6% | ?
CC1=CC(C)(C)Nc2ccccc21 | -4.5 | ? | -7.0%&-3.4%&-9.7% | 66.4
O=C(CSc1cccc2cccc(Cl)c12)OCC(=O)N1CCN(C(=O)c2ccco2)CC1 | -27.0 | -5.6% | -3.6% | -7.8
CCOc1cc(C2C(C#N)=C(N)OC3CCCC(=O)C32)ccc1OCCN1CCOCC1 (stereo not given) | -0.1 | -4.5% | 5.3% | 3.5
COc1cc(CN2CCC(C(=O)N3CCN(c4ccccc4F)CC3)CC2)cc(OC)c1O | 6.1 | -11.3% | -4.7% | 31.0
Cc1nc(N2CCN(S(=O)(=O)c3ccccc3)CC2)c2cc(-c3ccccc3)sc2n1 | 0.2 | 10.8% | 6.2% | ?
O=S(=O)(NCCSc1nnc(-c2ccco2)n1-c1ccccc1)c1ccccc1 | 3.9 | -4.9% | -1.5% | -12.4
COc1cccc(Cn2cccc(NC(=O)Nc3ccc(C#N)cc3)c2=O)c1 | -5.6 | -6.0% | -21.0% | ?
Cc1ccc(C(=O)O/N=C(/c2nonc2N)N(C)C)cc1 | 4.4 | 18.7% | 5.3% | 5.1
Cc1c(C(=O)OC(C)C)sc2nc[nH]c(=O)c12 | 2.6 | 0.8% | -1.6% | -16.5
CCOC(=O)c1cc(CC)sc1NC(=O)c1cc(OC)c(OC)c(OC)c1 | -10.5 | 17.9% | -0.2% | 14.1
CCN1CCCC1CNC(=O)C1c2cc(OC)c(OC)cc2C(=O)N(C)C1c1cccnc1 (stereo not given) | 0.7 | 3.5% | 0.2% | 6.5
O=C(Nc1ccc2nc(-c3ccco3)c(-c3ccco3)nc2c1)N1CCCCCC1 | 7.9 | -16.3% | -10.9% | ?
O=c1[nH]c2ccc(Cl)cc2c(-c2ccccc2)c1N1CCN(c2ccccn2)CC1 | -10.1 | ? | -2.3% | 41.8
Cc1ccccc1OCCNc1cc(N2CCCCC2)ccc1[N+](=O)[O-] | 2.5 | -16.5% | -2.2% | 102.5
NC1=NC(=O)CC(C(=O)NCc2ccccc2)S1 (stereo not given) | -6.2 | 2.6% | -1.5% | -10.9
COc1ccc(C)cc1S(=O)(=O)NCCc1ccccc1 | 1.3 | -0.3% | 4.0% | -4.2
CCOC(=O)c1ccc(NC(=O)Cc2coc3cc4c(cc23)CCC4)cc1 | . | . | -1.3% | 0.0
Cc1cc(OC(=O)c2c(Cl)cc(Cl)cc2Cl)nc(C)n1 | 2.1 | 14.0% | -0.5% | 11.2
CCCN=Cc1sc2ccc(OCC)cc2c1O | -1.1 | ? | -22.4% | 9.4
CCOc1ccccc1N(CC(=O)Nc1cc(OC)ccc1OC)S(C)(=O)=O | 8.1 | -3.5% | -6.2% | 10.6
CCCOc1ccc(NCC(=O)Nc2ccc(C)cc2C)cc1 | ? | . | -2.4% | -29.3
O=S(=O)(c1cccc(S(=O)(=O)N2CCOCC2)c1)N1CCCCC1 | -0.7 | 0.5% | 3.1% | 49.2
Cc1ccc(N/N=C/c2ccc3c(c2)OCCO3)cc1Cl | 0.1 | . | -23.5% | ?
CC(=O)c1c(C(C)=O)c(C)n(-c2ccc(C)c(NC(=O)c3ccccc3Cl)c2)c1C | 3.7 | -6.2% | 1.2% | 7.2
